Screening data (PubChem)
m5-HT2A agonist = mouse HTR2A agonism via beta-arrestin recruitment | CHO-K1 mHTR2A beta-arrestin complementation, luminescence; percent of 30 µM serotonin response | activation, % at 7.6 µM | 360,000 compounds, 0.66% hits | AID 624169;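 active = activation above a run cutoff, the mean activation of all tested compounds plus 3 SD, cut at about 14% in these data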;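 note: 0% = plate median of compound wells and 100% = 30 µM serotonin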
Target sequence (P35363 whole entry, looked up): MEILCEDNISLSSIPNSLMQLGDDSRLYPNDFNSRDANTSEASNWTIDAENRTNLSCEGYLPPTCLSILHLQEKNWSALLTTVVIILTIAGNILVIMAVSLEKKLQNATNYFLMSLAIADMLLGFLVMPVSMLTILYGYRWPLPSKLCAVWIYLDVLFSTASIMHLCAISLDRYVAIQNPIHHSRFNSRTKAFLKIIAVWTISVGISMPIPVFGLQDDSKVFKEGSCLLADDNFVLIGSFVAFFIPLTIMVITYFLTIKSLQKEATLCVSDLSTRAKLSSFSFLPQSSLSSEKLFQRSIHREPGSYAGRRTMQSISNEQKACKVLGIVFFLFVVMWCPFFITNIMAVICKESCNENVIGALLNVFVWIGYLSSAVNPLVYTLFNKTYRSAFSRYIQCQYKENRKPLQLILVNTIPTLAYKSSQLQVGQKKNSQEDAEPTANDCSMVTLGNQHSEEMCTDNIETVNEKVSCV
ABHD5 PLIN5 PPI = blocks binding of human ABHD5 to perilipin-5 | inhibition, % at 4 µM | AID 602281 | Q00G26+Q8WTS1 | 360,000 compounds, 0.78% hits | Split G. princeps luciferase complementation, luminescence, 4 h;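 active = inhibition above the mean inhibition across every tested compound plus 3 SD, cut at about 22% in these data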;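 note: 0% = DMSO only wells and the 100% control is not disclosed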
Glyco luc inh = N-linked glycosylation inhibition; D54 ERlucT glycosylation luciferase reporter, 24 h; percent of 100 nM tunicamycin response; reporter increase, % at 12.5 µM; 360,000 compounds, 0.23% hits;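 active = mean luciferase reporter signal, scaled so untreated is 0 and the glycosylation-blocking control 100, at or above a set limit in every replicate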;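 note: luciferase carries N-glycosylation sites so blocking glycosylation raises the light; 0% = median of neutral control wells and 100% = median of 100 nM tunicamycin wells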
H9c2 protect = protects H9c2 cardiomyocytes from peroxide injury | H2O2 injury protection, ATPLite, 2 h | protection from H2O2 cell death, % at 20 µM | 360,000 compounds, 0.63% hits | AID 588492;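 active = compounds giving at least 50% protection of heart cells from peroxide-induced death in the single-dose screen, raw or plate-pattern-corrected value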;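 note: 0% = DMSO wells with peroxide and 100% = DMSO wells without peroxide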
MC4R ag barr = activates human MC4R beta-arrestin recruitment. activation, % at 8.9 µM. P32245. 360,000 compounds, 0.98% hits. U2OS MC4R beta-arrestin complementation, luminescence; percent of melanotan II response, DMSO zero;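 active = activation above a per-plate cutoff, the mean activation of sample wells on that plate plus 3 SD, cut at about 8% in these data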
Target sequence (P32245 whole entry, looked up): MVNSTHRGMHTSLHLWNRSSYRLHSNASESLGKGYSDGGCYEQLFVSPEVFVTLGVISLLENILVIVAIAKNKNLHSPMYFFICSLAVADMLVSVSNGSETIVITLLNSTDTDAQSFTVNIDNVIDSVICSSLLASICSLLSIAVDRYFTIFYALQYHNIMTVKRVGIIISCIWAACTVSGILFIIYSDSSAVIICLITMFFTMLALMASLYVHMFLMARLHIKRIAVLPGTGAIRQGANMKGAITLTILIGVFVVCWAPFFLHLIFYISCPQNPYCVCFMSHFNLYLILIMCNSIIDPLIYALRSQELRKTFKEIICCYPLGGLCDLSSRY
MC4R antag cAMP = antagonists of human melanocortin 4 receptor (MC4R); inhibition, % at 6.5 µM; P32245; 360,000 compounds, 0.48% hits; MC4R-expressing cells, MTII-stimulated cAMP, LANCE TR-FRET; AID 540295;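 active = inhibition above its plate's cutoff, the mean of tested wells on that plate plus 3 SD, cut at about 29% in these data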;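 note: 0% = Melanotan II alone and 100% = Melanotan II plus saturating MCL0020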
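System: U2OS-MC4R stable cell line; Technique: Eu-cAMP/anti-cAMP TR-FRET, emission 671 nm; Repeats: single well per compound; Also added: Melanotan II; Dosing: one concentration, 6.5 µM nominal; Schedule: 30-min compound, 1-h challenge, 1-h detection, room temperature.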
Exocytosis inh = lytic granule exocytosis inhibition. inhibition, % at 10 µM. TALL-104 LAMP-1 surface exposure, flow cytometry; cells stimulated with thapsigargin and PMA. 360,000 compounds, 0.66% hits;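 active = inhibition above about 55%, limit read from the data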
PDI inh = inhibitors of human protein disulfide isomerase | P07237 | PDI insulin aggregation turbidity, A650, 90 min | inhibition, % at 10 µM | 350,000 compounds, 0.052% hits;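 active = mean inhibition across replicates of 30% or more, whatever share of single replicates reach that level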;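 note: absorbance from insulin aggregation driven by PDI reduction with DTT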
CaV13 FRET inh = Disruptors of the CACNA1D IQ motif to Ca2+-dependent inactivation inhibitor domain association, primary screening, Förster resonance energy transfer in intact living …. 340,000 compounds, 0.098% hits. inhibition, % at 12.3 µM. HEK cells, CFP/YFP FRET ICDI-IQ, plate reader, 10 min; percent FRET-ratio fall versus neutral wells;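 active = mean replicate inhibition of at least 30% and at least 1% of replicates passing that level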;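 note: 0% = median of the neutral control wells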
ABCB6 inh 2 = blocks the human ABCB6 transporter. K562-ABCB6 porphyrin accumulation, flow cytometry, 1 h; active compounds read low. 360,000 compounds, 0.19% hits. Q9NP58. AID 602162. fluorescence ratio to DMSO, % at 10 µM;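 active = fluorescence ratio to DMSO below 75%, the collection mean minus 3 SD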;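 note: signal is porphyrin accumulated inside mitochondria; 100% equals median channel fluorescence of DMSO control wells; lower ratio means ABCB6 inhibition with less porphyrin fluorescence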
Numbers without * were called inactive.

Screening Cc1ccc(C(=O)Nc2ccccc2C(=O)NC(Cc2c[nH]c3ccccc23)C(=O)O)cc1 (centres undefined) returned m5-HT2A agonist -1, ABHD5 PLIN5 PPI -2, Glyco luc inh 1, H9c2 protect -7, MC4R ag barr -2.4, MC4R antag cAMP 3, Exocytosis inh -2, PDI inh 0, CaV13 FRET inh -3 and ABCB6 inh 2 103.
O=C(c1ccc(F)c(S(=O)(=O)N2CCOCC2)c1)N1CCN(c2ncccn2)CC1 was read as m5-HT2A agonist 0, ABHD5 PLIN5 PPI 1, Glyco luc inh -3, H9c2 protect 2, MC4R ag barr -1.9, MC4R antag cAMP 1, Exocytosis inh -17, PDI inh -16, CaV13 FRET inh -2 and ABCB6 inh 2 101.
For Cc1ccc(-c2nc(CN(C)C)cc(CN(C)C)c2O)cc1 the results were m5-HT2A agonist 5, ABHD5 PLIN5 PPI 10, Glyco luc inh 0, H9c2 protect 5, MC4R ag barr 0.9, MC4R antag cAMP -7, Exocytosis inh 1, PDI inh -8, CaV13 FRET inh -5 and ABCB6 inh 2 92.
`CC(C(=O)Nc1ccc(N2CCOCC2)cc1)N1C(=O)NC(C)(C)C1=O` (centres undefined) gave m5-HT2A agonist 2, ABHD5 PLIN5 PPI 6, Glyco luc inh 0, H9c2 protect -2, MC4R ag barr -2.9, MC4R antag cAMP 15, Exocytosis inh 0, PDI inh 7, CaV13 FRET inh -6 and ABCB6 inh 2 97.
COc1cc2c(cc1O)C(Cc1ccc(O)cc1)[N+](C)([O-])CC2 (centres undefined) was read as m5-HT2A agonist 2, ABHD5 PLIN5 PPI -9, Glyco luc inh 2, H9c2 protect 2, MC4R ag barr -0.8, MC4R antag cAMP 5, Exocytosis inh 0, PDI inh 6, CaV13 FRET inh -4 and ABCB6 inh 2 100.
`CC1(C)C(=S)N(Cc2ccccc2)c2ccccc21` gave m5-HT2A agonist 8, ABHD5 PLIN5 PPI 4, Glyco luc inh -2, H9c2 protect -6, MC4R ag barr 2.8, MC4R antag cAMP 6, Exocytosis inh 8, PDI inh 1, CaV13 FRET inh -6 and ABCB6 inh 2 92.
`O=C(N/N=C/C1CC=CCC1)c1cc(Br)ccc1O` (centres undefined) gave m5-HT2A agonist 0, ABHD5 PLIN5 PPI 1, Glyco luc inh 2, H9c2 protect 4, MC4R ag barr 0.6, MC4R antag cAMP 20, Exocytosis inh 1, PDI inh 0, CaV13 FRET inh -19 and ABCB6 inh 2 100.
O=S(=O)(c1ccccc1F)N1CCN(c2nc(-c3cccnc3)nc3ccccc23)CC1 was read as m5-HT2A agonist -1, ABHD5 PLIN5 PPI 2, Glyco luc inh -1, H9c2 protect 47, MC4R ag barr -1.7, MC4R antag cAMP 11, Exocytosis inh 0, PDI inh 2, CaV13 FRET inh -5 and ABCB6 inh 2 101.
For C=C(C)C(=O)N1CC2(CC(c3cccc(NC(=O)CC)c3)=NO2)C[C@H]1C(N)=O (some centres undefined) the results were m5-HT2A agonist -4, ABHD5 PLIN5 PPI -3, Glyco luc inh 3, H9c2 protect -1, MC4R ag barr 0.3, MC4R antag cAMP 3, Exocytosis inh 0, PDI inh 1 and ABCB6 inh 2 100.
`CCOC(=O)[C@@H]1[C@H]2COc3ccccc3[C@@H]2N2C(=O)N(c3ccc(Cl)cc3)C(=O)[C@]12C` gave m5-HT2A agonist 0, ABHD5 PLIN5 PPI -10, Glyco luc inh 3, H9c2 protect -8, MC4R ag barr -1.5, MC4R antag cAMP -1, Exocytosis inh 18, PDI inh 8, CaV13 FRET inh -5 and ABCB6 inh 2 97.
Nc1c(C(=O)NCc2ccc3c(c2)OCO3)nnn1-c1ccc(OC(F)(F)F)cc1 was read as m5-HT2A agonist 4, ABHD5 PLIN5 PPI -11, Glyco luc inh 0, H9c2 protect -7, MC4R ag barr 3.4, MC4R antag cAMP 7, Exocytosis inh -3, PDI inh 26, CaV13 FRET inh -5 and ABCB6 inh 2 98.
`COc1ccccc1C(O)(c1ccccc1)C(CN1CCOCC1)c1ccccc1` (centres undefined) gave m5-HT2A agonist -2, ABHD5 PLIN5 PPI 3, Glyco luc inh -3, H9c2 protect 15, MC4R ag barr -0.2, MC4R antag cAMP 9, Exocytosis inh -2, PDI inh 2, CaV13 FRET inh -6 and ABCB6 inh 2 98.
Screening CS(=O)(=O)n1nc(OC(=O)c2cccc3ccccc23)cc1N returned m5-HT2A agonist -6, ABHD5 PLIN5 PPI 0, Glyco luc inh -5, H9c2 protect 17, MC4R ag barr -1.3, MC4R antag cAMP 8, Exocytosis inh -3, PDI inh 3, CaV13 FRET inh -2 and ABCB6 inh 2 93.
For COc1cccc(Oc2ncnc(N)c2[N+](=O)[O-])c1 the results were m5-HT2A agonist 10, ABHD5 PLIN5 PPI 4, Glyco luc inh 1, H9c2 protect -1, MC4R ag barr -1.0, MC4R antag cAMP 0, Exocytosis inh 6, PDI inh 2, CaV13 FRET inh -14 and ABCB6 inh 2 85.
For N=c1scc(-c2ccccc2)n1/N=C/c1ccco1 the results were Glyco luc inh -1, H9c2 protect 3, Exocytosis inh -2, PDI inh 3, CaV13 FRET inh -6 and ABCB6 inh 2 97.
For CN(C)C1NC(=O)c2cc(-c3ccccc3)sc2N1 (centres undefined) the results were m5-HT2A agonist 3, ABHD5 PLIN5 PPI 7, Glyco luc inh 2, H9c2 protect 1, MC4R ag barr -2.8, MC4R antag cAMP 4, Exocytosis inh -5, PDI inh -3, CaV13 FRET inh -5 and ABCB6 inh 2 99.
Screening Cn1c(=O)cc(OCC(=O)N2CCC(N3CCCCC3)CC2)c2ccccc21 returned m5-HT2A agonist -3, ABHD5 PLIN5 PPI -1, Glyco luc inh 7, H9c2 protect -13, MC4R ag barr 0.7, MC4R antag cAMP 1, Exocytosis inh -8, CaV13 FRET inh -6 and ABCB6 inh 2 99.
For COC(=O)c1ccc(OCC(O)CN2CCN(CC(O)COc3ccc(C(=O)OC)cc3)CC2)cc1 (centres undefined) the results were m5-HT2A agonist 5, ABHD5 PLIN5 PPI 5, Glyco luc inh 1, H9c2 protect -4, MC4R ag barr -0.4, MC4R antag cAMP 13, Exocytosis inh 12, PDI inh 4, CaV13 FRET inh -5 and ABCB6 inh 2 100.
CCOC(=O)Nc1ccc(S(=O)(=O)Nc2nc(C)cc(C)n2)cc1 was read as m5-HT2A agonist -1, ABHD5 PLIN5 PPI -5, Glyco luc inh 4, H9c2 protect 0, MC4R ag barr 0.4, MC4R antag cAMP 8, Exocytosis inh -2, PDI inh -1, CaV13 FRET inh -8 and ABCB6 inh 2 105.
For O=C(Nc1cccnc1Cl)c1cc(-c2ccc(O)cc2)on1 the results were m5-HT2A agonist 0, ABHD5 PLIN5 PPI 0, Glyco luc inh 1, H9c2 protect -2, MC4R ag barr 0.0, MC4R antag cAMP 14, Exocytosis inh -1, PDI inh -11, CaV13 FRET inh -7 and ABCB6 inh 2 97.
Screening O=C(CCC1CCCN(C(=O)CCN2CCCCC2=O)C1)NCc1ccccc1F (centres undefined) returned m5-HT2A agonist 0, ABHD5 PLIN5 PPI 0, Glyco luc inh -1, H9c2 protect -7, MC4R ag barr 0.6, MC4R antag cAMP 1, Exocytosis inh -1, PDI inh -3, CaV13 FRET inh -5 and ABCB6 inh 2 101.
Screening CCC(C(=O)NCCc1ccc(OC)c(OC)c1)n1nc(C)n2c(cc3occc32)c1=O (centres undefined) returned m5-HT2A agonist 2, ABHD5 PLIN5 PPI 1, Glyco luc inh 0, H9c2 protect 3, MC4R ag barr -1.3, MC4R antag cAMP 9, Exocytosis inh -1, PDI inh 8, CaV13 FRET inh -16 and ABCB6 inh 2 100.
`CN(CC(=O)Nc1ccc(Cl)c(C(F)(F)F)c1)C(=O)c1ccc2c(c1)NC(=O)CS2` gave m5-HT2A agonist -12, ABHD5 PLIN5 PPI -12, Glyco luc inh 3, H9c2 protect -15, MC4R ag barr 1.1, MC4R antag cAMP 6, Exocytosis inh 5, PDI inh 4, CaV13 FRET inh -6 and ABCB6 inh 2 106.
For CC(Sc1nnc(C2CC2)n1C1CC1)C(=O)NC1(C#N)CCCCC1 (centres undefined) the results were m5-HT2A agonist -7, ABHD5 PLIN5 PPI -8, Glyco luc inh 2, H9c2 protect 3, MC4R ag barr 1.2, MC4R antag cAMP 0, Exocytosis inh -3, PDI inh -1, CaV13 FRET inh -6 and ABCB6 inh 2 94.
CCN1CCc2nc3sc(C(=O)N4CCc5ccccc5C4)c(N)c3cc2C1 was read as m5-HT2A agonist -6, ABHD5 PLIN5 PPI -3, Glyco luc inh 1, H9c2 protect 16, MC4R ag barr 0.7, MC4R antag cAMP -8, Exocytosis inh -5, PDI inh -8, CaV13 FRET inh -2 and ABCB6 inh 2 96.
Screening Cc1cccc(C(=O)NCCc2nnc(SCC(=O)Nc3cccc(C(=O)O)c3)n2C)c1 returned m5-HT2A agonist -2, ABHD5 PLIN5 PPI 9, Glyco luc inh 1, H9c2 protect 3, MC4R ag barr -0.1, MC4R antag cAMP 6, Exocytosis inh -20, PDI inh -3 and ABCB6 inh 2 100.
Screening CC1CCCC(C)N1C(=O)COC(=O)c1cccs1 (centres undefined) returned m5-HT2A agonist -8, ABHD5 PLIN5 PPI -1, Glyco luc inh 1, H9c2 protect 2, MC4R ag barr -1.1, MC4R antag cAMP 1, Exocytosis inh -1, PDI inh -9, CaV13 FRET inh -3 and ABCB6 inh 2 98.

Looked up by structure from the entries so far:
CCN1CCc2nc3sc(C(=O)N4CCc5ccccc5C4)c(N)c3cc2C1 was read as m5-HT2A agonist -6, ABHD5 PLIN5 PPI -3, Glyco luc inh 1, H9c2 protect 16, MC4R ag barr 0.7, MC4R antag cAMP -8, Exocytosis inh -5, PDI inh -8, CaV13 FRET inh -2 and ABCB6 inh 2 96.
For CC(Sc1nnc(C2CC2)n1C1CC1)C(=O)NC1(C#N)CCCCC1 (centres undefined) the results were m5-HT2A agonist -7, ABHD5 PLIN5 PPI -8, Glyco luc inh 2, H9c2 protect 3, MC4R ag barr 1.2, MC4R antag cAMP 0, Exocytosis inh -3, PDI inh -1, CaV13 FRET inh -6 and ABCB6 inh 2 94.
Screening O=C(CCC1CCCN(C(=O)CCN2CCCCC2=O)C1)NCc1ccccc1F (centres undefined) returned m5-HT2A agonist 0, ABHD5 PLIN5 PPI 0, Glyco luc inh -1, H9c2 protect -7, MC4R ag barr 0.6, MC4R antag cAMP 1, Exocytosis inh -1, PDI inh -3, CaV13 FRET inh -5 and ABCB6 inh 2 101.
